From PubChem BioAssay
ERG-DNA inh: blocks human ERG Ets domain binding to DNA; P11308; fluorescence polarization, His-ERG Ets domain / labelled DNA; Potency, µM (highest dose often 76.9 µM), for inactives: top-dose FP activity, negative = inhibition, usual class: inhibitors; 370,000 compounds, 0.028% hits; AID 624246; active means well fitted inhibition curve with a large enough effect in the polarisation, with a control signal flat; inconclusive means small, poorly fitted or top-dose-only effect, or effect the other way, or a change in a side signal; inactive means no such curve, though single readings can be large or run the other way; the % refers to the polarisation;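 further: polarization taken with two DNA probes labelled with fluorescein and Texas red; potency means the concentration at half of the fitted maximal effect; % of control where 0% means no effect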
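His-tagged ERG Ets domain (1 uM in the protein solution; 300mM KCl, 50mM Tris-HCl, 1mM EDTA, 1mM DTT, pH 7.5) received compound, then a probe mix of 5 nM fluorescein-DNA and 100nM Texas-615-DNA. Fluorescence polarization was read for both dyes.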
POLB inh: DNA polymerase beta (human) inhibition | Potency, µM (highest dose often 114 µM), for the others: at the top dose activity change, negative = inhibition, usual class: inhibitors | Pol beta primer extension/strand displacement, fluorescence kinetic | AID 485314 | 340,000 compounds, 1.3% hits; further: potency means the concentration at half of the fitted maximal effect; on the % scale 0 is the no-effect control and ±100 the full control effect
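10 nM enzyme + cpd, 15 min RT; start with substrate 50 nM final; read 0 min and after 10 min RT. Corrected, normalized data; 4-parameter Hill curve fit.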
12-LOX inh: ALOX12 (human) lipoxygenase inhibition; purified 12hLO, xylenol orange hydroperoxide absorbance; Potency, µM (series often up to 108 µM), for the others: top-dose activity change, negative = inhibition, hits mostly inhibitors; 580,000 compounds, 1.1% hits; further: potency means the concentration at half of the fitted maximal effect; on the % scale 0 is the no-effect control and ±100 the full control effect
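Purified human 12hLO at 150 nM in 25 mM Hepes, 0.01% Triton X-100, pH 7.0, preincubated 15 min at room temperature with compound. Reaction started with 40 uM arachidonic acid, 30 min at room temperature. Hydroperoxide measured by Fe-xylenol orange, 573/405 nm absorbance ratio.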
POLK inh: DNA polymerase kappa (human) inhibition. AID 588579. 400,000 compounds, 0.53% hits. Potency, µM (top dose mostly 107 µM), for inactives: top-dose activity, negative = inhibition, hits mostly inhibitors. Q9UBT6. purified Pol kappa, fluorescent DNA synthesis assay, 10 min; further: potency means the concentration at half of the fitted maximal effect; on the % scale 0 is the no-effect control and ±100 the full control effect
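Here, compound and 10 nM enzyme are combined for 15 min at room temperature; adding 50 nM substrate (final) starts DNA synthesis, tracked by fluorescence at 0 and 10 min against buffer-only wells.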
Anesthetic bind: candidate novel general anesthetic via apoferritin binding | P02791 | apoferritin/1-aminoanthracene competitive binding, fluorescence | Potency, µM (highest dose often 77.5 µM), for inactives: top-dose activity change, negative = displacement, actives largely listed as inhibitors | 350,000 compounds, 0.074% hits | AID 485281; further: potency means the concentration at half of the fitted maximal effect; on the % scale 0 is the no-effect control and ±100 the full control effect; nearly all actives have a fitted effect of over 20% in size
Target sequence (P02791 2-175 limits assumed): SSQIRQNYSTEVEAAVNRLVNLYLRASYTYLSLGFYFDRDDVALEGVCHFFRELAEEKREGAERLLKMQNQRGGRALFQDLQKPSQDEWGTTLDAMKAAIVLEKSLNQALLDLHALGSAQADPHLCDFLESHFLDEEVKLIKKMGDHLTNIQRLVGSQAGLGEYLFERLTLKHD
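Read-out: endpoint 1-AMA fluorescence, excitation 380 nm and emission 535 nm, after compounds sit 10 min at room temperature with 10 uM horse-spleen apoferritin in 50% saturated 1-AMA/PBS. Values come from four-parameter Hill fits.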
Pol iota inh: blocks human DNA polymerase iota activity; Q9UNA4; Pol iota fluorescent replication assay, 10 min; Potency, µM (highest dose often 115 µM), inactives show at the top dose activity, negative = inhibition, actives largely listed as inhibitors; 390,000 compounds, 1% hits; further: potency means the concentration at half of the fitted maximal effect
Target sequence (Q9UNA4 whole entry, looked up): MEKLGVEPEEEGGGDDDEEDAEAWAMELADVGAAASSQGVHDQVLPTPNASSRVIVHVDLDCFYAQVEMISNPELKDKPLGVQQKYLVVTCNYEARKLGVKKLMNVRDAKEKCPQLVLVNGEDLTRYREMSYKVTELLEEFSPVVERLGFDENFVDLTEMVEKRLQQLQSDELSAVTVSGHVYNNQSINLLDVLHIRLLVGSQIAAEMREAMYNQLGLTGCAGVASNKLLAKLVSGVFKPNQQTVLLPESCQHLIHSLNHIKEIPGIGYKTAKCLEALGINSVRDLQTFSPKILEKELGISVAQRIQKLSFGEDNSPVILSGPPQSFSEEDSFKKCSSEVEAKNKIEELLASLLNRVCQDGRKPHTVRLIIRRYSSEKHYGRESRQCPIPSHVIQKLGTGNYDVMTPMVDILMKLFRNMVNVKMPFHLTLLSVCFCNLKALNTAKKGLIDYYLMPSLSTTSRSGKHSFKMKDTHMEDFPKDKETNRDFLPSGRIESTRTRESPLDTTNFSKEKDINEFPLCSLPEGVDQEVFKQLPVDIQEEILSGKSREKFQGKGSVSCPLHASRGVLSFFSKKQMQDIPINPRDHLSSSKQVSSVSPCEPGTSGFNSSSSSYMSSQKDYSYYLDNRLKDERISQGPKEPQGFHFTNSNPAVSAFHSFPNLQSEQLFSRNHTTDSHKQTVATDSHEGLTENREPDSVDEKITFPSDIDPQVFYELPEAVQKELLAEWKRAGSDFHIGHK
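Pol iota at 10 nM preincubated 15 min with compounds at room temperature; reaction started with fluorescent substrate, 50 nM final. Fluorescence read kinetically at 0 and 10 min; buffer-only wells as negative control.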
APEX1 inh: inhibitors of human APE1 endonuclease | P27695 | recombinant APE1, TAMRA/BHQ-2 abasic DNA cleavage fluorescence | Potency, µM (series often up to 65.8 µM), inactives show top-dose activity change, negative = inhibition, usual class: inhibitors | 350,000 compounds, 0.35% hits;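 further: potency means the concentration at half of the fitted maximal effect; plate controls were vehicle for no effect and reference inhibitor for full effect; nearly all actives have a fitted effect of over 55% in size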
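APE1 at 0.75 nM preincubated 15 min at room temperature with compound. Reaction then started with 50 nM double-stranded THF-abasic substrate labelled with TAMRA/BHQ-2, and 525/598 nm fluorescence read kinetically. Activity taken as third-minus-first read difference, normalized to DMSO and NSC13755 controls.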
TRHR ag: agonists of human TRH receptor; TRHR cells, calcium flux fluo-8, FDSS agonist mode; activation, % at 2 µM; 360,000 compounds, 0.18% hits; in the data active means activation above about 30%; further: 0% is about no effect
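In this calcium-flux screen, cells bearing human TRHR are dye-loaded with fluo-8, baselined for 10 cycles, then exposed to library compounds; positive kinetic calcium responses during the agonist phase mark hits, with TRH as control.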
BLM inh: Bloom syndrome helicase (human) inhibition. 350,000 compounds, 0.2% hits. Potency, µM (doses to about 56.1 µM), for the others: top-dose activity change, negative = inhibition, usual class: inhibitors. recombinant BLM DNA unwinding, fluorescence dequenching. P54132;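 further: potency means the concentration at half of the fitted maximal effect; plate controls were vehicle for no effect and no enzyme for full effect; nearly all actives have a fitted effect of over 35% in size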
Active calls of the source: *; ? = inconclusive; . = not tested or not shown; [ ] = remark or other dose. Unless noted, the call rests on the fitted dose curve; in most records, active means well fitted curve in the direction sought with a large enough effect; inconclusive means small, poorly fitted or top-dose-only effect, or another doubt; inactive means no such curve, though single readings can be large; an effect the other way counts as inactive or inconclusive.

SMILES	ERG-DNA inh	POLB inh	12-LOX inh	POLK inh	Anesthetic bind	Pol iota inh	APEX1 inh	TRHR ag	BLM inh
CCOc1ccc(NC(=O)CCn2c(=S)oc3ccccc32)cc1	2.0%	4.2%	10.9%	-5.6%	2.4%	129.1%[activator]	-7.0%	0.4	-1.5%
Cc1ccccc1N(CC(=O)NCc1ccco1)C(=O)CNS(=O)(=O)c1ccc(F)cc1	-9.5%	65.7%	-7.7%	-1.2%	-2.2%	80.6%[activator]	-9.3%	-0.1	-2.4%
COc1cc(C=O)ccc1OCCCCOc1ccccc1[N+](=O)[O-]	-1.1%	3.1%	0.1%	-4.2%	-10.7%	-0.1%	5.5%	0.8	-3.0%
CC(NC(=O)c1ccccc1Cl)C(=O)Nc1ccc2c(c1)OCO2 (centres undefined)	-1.9%	.	1.5%	-1.0%	.	18.0%	0.7%	-0.1	.
COc1cccc(C(=O)N2CCN(S(=O)(=O)Cc3ccccc3)CC2)c1	.	32.2%	-2.3%	-6.1%	-11.4%	?	3.4%	-2.7	0.2%
Cc1c(Cl)ccc2c1NC(=O)[C@]21N[C@@H](Cc2ccccc2)[C@H]2C(=O)N(c3ccc(F)cc3)C(=O)[C@H]21	-1.5%	?	-15.8%	-12.0%	-17.0%	18.9%	-5.3%	-0.8	-16.4%
O=C(COC(=O)CCc1c[nH]c2ccccc12)NCc1ccc2c(c1)OCO2	-5.6%	-17.5%	-2.9%	1.1%	-22.8%	84.8%[activator]	-4.9%	-1.0	-1.7%
S=C1Cc2ccccc2C(c2ccc(Cl)cc2)N1 (centres undefined)	-4.3%	-21.7%	?	-2.3%	-7.6%	104.2%[activator]	26.5%	-0.3	-8.3%
CN(C)c1nc(Oc2ccc(=O)[nH]n2)nc(N2CCOCC2)n1	5.1%	-1.0%	0.0%	-12.1%	-4.9%	2.3%	0.8%	-0.6	1.1%
CC1(C)C(=O)NCCN1C(=O)CC1C(=O)NCCN1Cc1cccc(C(F)(F)F)c1 (centres undefined)	-3.5%	24.6%	0.0%	-5.0%	-14.4%	40.3%[activator]	23.0%	1.0	0.4%
CCC(C)NC(=O)c1c(N)n(/N=C/c2ccccn2)c2nc3ccccc3nc12 (centres undefined)	3.1%	1.8%	-23.8%	2.2%	1.9%	1.9%	0.1%	1.4	-4.9%
CCOC(=O)c1[nH]c2cc3c(cc2c1NC(=O)CN1CCCC1)OCO3	11.4%	28.7%	0.0%	-2.0%	-3.8%	56.5%[activator]	12.8%	0.0	-8.4%
O=C(Cn1cnc2c(cnn2-c2ccccc2)c1=O)NCc1ccccc1	-2.8%	4.0%	0.0%	0.2%	-10.4%	17.0%	1.9%	-0.5	-4.1%
CCOC(=O)/C=c1\s/c(=C(\C#N)C(N)=O)n(-c2ccccc2)c1=O	7.0%	-0.7%	254.4%[activator]	-2.5%	-5.8%	67.2%[activator]	-0.4%	0.3	1.0%
O=[N+]([O-])c1cc(Cl)ccc1Sc1ccccn1	1.6%	?	0.0%	0.0%	-12.3%	45.7%[activator]	-2.1%	-1.3	-1.7%
CCOc1ccccc1/C=C/c1onc(C)c1S(=O)(=O)N1CCC(C(=O)NC)CC1	4.5%	4.1%	8.2%	2.7%	-15.3%	-15.6%	12.5%	0.5	-2.5%
O=C(Oc1ccc2c(c1)OCC2=O)c1ccccc1	.	-0.2%	-6.3%	-6.3%	7.9%	-5.9%	7.2%	-0.2	-0.4%
COCCN(Cc1nc(-c2ccc(-c3ccccc3)cc2)oc1C)C(C)C	3.6%	38.7%	70.9%[activator]	-9.6%	-9.3%	6.0%	-5.1%	0.1	1.1%
COc1ccc(S(=O)(=O)N(C)c2ccc(OC(=O)C(C)Oc3ccc(F)cc3)cc2)cc1 (centres undefined)	-12.8%	.	-6.1%	-0.6%	.	8.9%	-1.7%	2.3	.
O=C(CSc1nc2ccccc2[nH]1)NCc1ccc2c(c1)OCO2	13.0%	-6.6%	-5.2%	1.5%	-15.0%	-1.1%	?	0.5	-0.6%
CCOc1ccc(Br)cc1S(=O)(=O)Nc1ccc(C(=O)Nc2ccc(C)cc2)cc1	.	2.8%	-26.7%	-1.1%	-4.3%	9.3%	-5.7%	0.3	-5.9%
Cc1occc1-c1nnc(SCC(=O)NCc2cccs2)n1CC1CCCO1 (centres undefined)	0.4%	3.4%	21.5%	-7.5%	33.8%[activator]	51.9%[activator]	-3.5%	0.0	-1.1%
CCc1nnc(NC(=O)Cc2cccs2)s1	9.5%	-16.2%	?	?	-3.1%	11.2µM*	3.4%	0.2	-5.5%
O=C(CSc1nnc(-c2ccncc2)n1Cc1ccco1)Nc1ccccc1F	5.0%	-10.6%	10.4%	2.8%	2.5%	2.0%	?	-0.9	-2.5%
Cc1ccn2c(=O)nc(SCc3cccc(C(F)(F)F)c3)nc2c1	15.9%	-8.9%	10.2%	-3.0%	?	38.7%[activator]	7.9%	3.2	-7.4%

Three compounds out of the list, sorted by number of heavy atoms, smallest number first:
SMILES	ERG-DNA inh	POLB inh	12-LOX inh	POLK inh	Anesthetic bind	Pol iota inh	APEX1 inh	TRHR ag	BLM inh
S=C1Cc2ccccc2C(c2ccc(Cl)cc2)N1 (centres undefined)	-4.3%	-21.7%	?	-2.3%	-7.6%	104.2%[activator]	26.5%	-0.3	-8.3%
O=C(Oc1ccc2c(c1)OCC2=O)c1ccccc1	.	-0.2%	-6.3%	-6.3%	7.9%	-5.9%	7.2%	-0.2	-0.4%
CCOC(=O)c1[nH]c2cc3c(cc2c1NC(=O)CN1CCCC1)OCO3	11.4%	28.7%	0.0%	-2.0%	-3.8%	56.5%[activator]	12.8%	0.0	-8.4%

Later entries:
SMILES	ERG-DNA inh	POLB inh	12-LOX inh	POLK inh	Anesthetic bind	Pol iota inh	APEX1 inh	TRHR ag	BLM inh
O=C(COC(=O)c1ccc([N+](=O)[O-])cc1)Nc1ccccc1C(=O)NC1CC1	6.8%	.	4.5%	-16.3%	.	37.6%[activator]	30.0%	.	.
NS(=O)(=O)c1ccc(CCNC(=O)c2ccccc2[N+](=O)[O-])cc1	3.0%	-10.1%	-16.8%	4.1%	-3.5%	16.7%	-2.7%	1.7	0.3%
O=C(NCc1cccnc1)c1c(O)c2cccc3c2n(c1=O)CCC3	-1.1%	-25.4%	-0.6%	-11.0%	?	121.7%[activator]	-1.1%	-0.1	-3.4%
Cc1ccc2c(c1)N(CC(=O)N1CCOCC1)C(=O)C(C)O2 (centres undefined)	12.3%	77.6%	-16.7%	-9.3%	4.9%	2.6%	10.6%	0.3	-0.5%
OC1(CN2CCOCC2)C2CN3CCN(C2)CC1(c1ccccc1)C3 (centres undefined)	?	4.7%	7.5%	-15.7%	4.9%	?	10.7%	1.8	4.4%
CCOc1cccc(NC(=O)C2CCCN(S(=O)(=O)c3ccc(-n4cnnn4)cc3)C2)c1 (centres undefined)	-1.5%	23.5%	38.6%[activator]	-1.7%	-23.6%	-1.9%	-9.9%	1.1	-1.6%
COc1cc2oc(=O)cc(-c3ccc(-c4cccc(N)c4)cc3)c2c(OC)c1OC	.	.	.	-15.5%[60.1 µM]	-15.2%[110 µM]	.	5.5%	.	-2.8%[75.6 µM]
O=C(CN1CCN(c2ccccc2)CC1)NC(=O)NCc1ccccc1	11.8%	.	-7.9%	6.1%	.	27.5%	-0.2%	0.3	.
CCOc1ccc(NC(=O)c2ccco2)cc1S(=O)(=O)N1CCCC1	.	.	?	-6.9%	.	-13.5%	18.2%	-1.3	.
CC1(C)NC(=O)N(CC(O)CNC23CC4CC(CC(C4)C2)C3)C1=O (centres undefined)	-2.5%	-27.1%	28.2%	-2.4%	-5.4%	6.9%	5.6%	2.0	-1.5%
COc1ccc(CCNC(=S)N2CCN(S(=O)(=O)c3ccccc3F)CC2)cc1	-8.8%	?	?	-17.6%	69.0%[activator]	-4.2%	-20.9%	0.2	-10.6%
CCOc1ccc(N(C)S(=O)(=O)c2ccc(C)c(C(=O)N3CCN(Cc4ccc5c(c4)OCO5)CC3)c2)cc1	2.9%	.	6.8%	-8.0%	.	72.0%[activator]	18.5%	.	.
C=CCOc1ccc(/C(O)=C2\C(=O)C(=O)N(CCOC)C2c2cccnc2)cc1 (centres undefined)	.	0.3%	39.8µM*	-4.2%	-2.7%	-15.9%	-1.6%	0.4	-0.2%
Cc1ccc(C(=O)NCCCNC(=O)c2ccc(Cl)cc2)cn1	-5.1%	-6.4%	-9.2%	-4.0%	-10.1%	-12.3%	34.4%[12.4 µM]	0.1	0.2%
Cc1ccc(CNC(=O)c2cccn2-c2nnc(N3CCCC3)s2)cc1	1.3%	-4.5%	?	-21.8%	4.0%	33.3%[activator]	.	-0.7	-1.1%
Cc1ccccc1NC(=S)NN1CCN(C)CC1	7.6%	15.2%	?	13.5%	-11.1%	-9.2%	-4.2%	1.6	0.9%
CCC1(C)Cc2ccccc2-c2nc(NCCO)n(-c3ccc(C)cc3)c(=O)c21 (centres undefined)	0.1%	-13.7%	-29.2%	-2.1%	-15.3%	-10.1%	1.1%	5.8	-5.3%
CC(CNC(=O)c1cc2cc(S(=O)(=O)N3CCCCC3)ccc2n1C)c1ccccc1 (centres undefined)	-0.3%	-12.9%	-11.4%	-9.3%[60.1 µM]	51.2%[activator]	-8.1%	.	1.3	-7.5%
COc1ccc(Cn2nnnc2C(c2ccc(F)cc2)N2CCN(C3CCCC3)CC2)cc1 (centres undefined)	-5.0%	2.4%	-15.5%	-6.0%	-19.5%	-11.1%	0.3%	1.3	0.5%
COc1ccc(CCC(=O)NNC(=O)Nc2ccccc2Cl)cc1	2.7%	46.7%	28.1%	-0.7%	-4.3%	-3.1%	5.0%	0.2	-3.7%
C=CCN1N=C(/C=C/c2ccc(C)cc2)CCC1=O	-8.8%	-7.8%	-3.9%	-10.2%	-12.3%	15.3%	-1.5%	-0.4	-1.4%

Some of the compounds tested; count on the stated rates, not on these rows.
